GalR3 antag = GalR3 antagonists in HEK293 cells, primary screen, cell-based, fluorescence readout; inhibition, % at 3 µM; HEK293 GalR3-CNG cAMP membrane potential fluorescence; galR3 body fused to GalR1 C-terminus; Galanin receptor type 3 (Homo sapiens), O60755; actives 0.44% (n = 360,000); AID 651719, 2012;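 active means inhibition above the screen-wide average plus 3 SD, cut at about 13% in these data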;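 further: forskolin and galanin both at EC90 stimulate the cells; cAMP rise reported by CNG channel membrane potential dye signal; 0% = forskolin plus galanin with DMSO and 100% = forskolin alone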
Target sequence (O60755 1-299 limits assumed): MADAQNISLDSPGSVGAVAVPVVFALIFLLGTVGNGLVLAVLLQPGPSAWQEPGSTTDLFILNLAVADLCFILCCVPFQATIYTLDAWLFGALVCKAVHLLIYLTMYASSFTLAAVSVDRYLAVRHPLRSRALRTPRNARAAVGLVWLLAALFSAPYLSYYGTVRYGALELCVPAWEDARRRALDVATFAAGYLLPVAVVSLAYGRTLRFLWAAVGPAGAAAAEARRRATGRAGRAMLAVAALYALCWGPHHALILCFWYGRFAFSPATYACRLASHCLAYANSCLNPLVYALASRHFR
M4 PAM = human M4 muscarinic receptor positive allosteric modulators, primary screen, CHO-K1 cells, Fluo-8 calcium fluorescence; actives 0.4% (n = 360,000); CHO-K1 hM4/Gqi5, ACh EC20; 0% = ACh EC20, 100% = maximal ACh; activation, % at 3 µM;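 active means activation above its plate's cutoff, the mean activation of sample wells plus 3 SD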; further: some results filed as inactive read as strong as hits
Target sequence (P08173 whole entry, looked up): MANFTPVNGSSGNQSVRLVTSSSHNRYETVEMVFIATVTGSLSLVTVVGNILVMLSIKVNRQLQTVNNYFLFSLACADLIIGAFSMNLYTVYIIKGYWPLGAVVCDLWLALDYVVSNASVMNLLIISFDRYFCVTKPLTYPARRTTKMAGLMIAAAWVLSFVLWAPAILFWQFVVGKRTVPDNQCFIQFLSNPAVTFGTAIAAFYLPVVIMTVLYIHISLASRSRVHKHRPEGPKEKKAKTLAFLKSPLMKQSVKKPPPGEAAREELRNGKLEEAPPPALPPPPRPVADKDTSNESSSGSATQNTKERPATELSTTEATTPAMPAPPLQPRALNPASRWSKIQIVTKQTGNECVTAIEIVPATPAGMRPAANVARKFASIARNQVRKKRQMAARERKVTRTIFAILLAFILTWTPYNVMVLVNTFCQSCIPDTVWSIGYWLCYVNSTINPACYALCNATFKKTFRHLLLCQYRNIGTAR
The depositor's hits bear a star. Some of the compounds tested. The share of hits here may be higher or lower than overall.

molecule | GalR3 antag | M4 PAM
COCCN1C(=O)c2ccccc2C1c1nnnn1-c1ccc2c(c1)OCCO2 (stereo unspecified) | -7 | 1
CN(Cc1ccccc1)C(=O)c1ccc2nc([C@@H]3O[C@H](CO)[C@H](O)[C@H](O)[C@H]3O)[nH]c2c1 | 6 | 1
CCCNC(=O)c1cc2c(c(-c3cccc(-c4ccc(F)cc4)c3)n1)[C@@H](CCO)N(S(=O)C(C)(C)C)C2 (stereo partly specified) | -3 | -13
O=C(NCc1cccnc1)c1csc([C@@H]2O[C@H](CO)[C@H](O)[C@H](O)[C@H]2O)n1 | -4 | -2
CC1(C(=O)NCc2ccccc2Br)CCN1Cc1c(F)cccc1F (stereo unspecified) | -9 | -7
CCCCCNC(=O)C1C(=O)Nc2ccccc2C(=O)N1c1c(C)cccc1C (stereo unspecified) | -4 | 2
CC1(C(=O)NCc2cccs2)CCN1C(=O)Cc1ccc(Cl)cc1Cl (stereo unspecified) | -7 | 3
O=S1(=O)N[C@H](Cc2ccccc2)COc2cccc(N3CCSCC3)c21 | 0 | 2
Cc1cc(C)n2c(Nc3c(C)cccc3C)c(-c3ccccn3)nc2n1 | -8 | -2
COCCN1C[C@@H](CO)O[C@@H](n2cnc3c(NCCCO)ncnc32)C1 | -4 | 5
CCCCNC(=O)C1(C)CCN1C(=O)c1ccc(OC)c(C(F)(F)F)c1 (stereo unspecified) | -3 | 9
COc1cccc(CNC(=O)C2CCN(S(=O)(=O)c3ccc4c(c3)C(C)(C)C(=O)N4C)CC2)c1 | 4 | -1
COc1ccc(-c2cc(NC=O)c3ncc(-c4cc(OC)c(OC)c(OC)c4)n3c2)cc1 | -1 | 3
Cc1ccc(Cc2c(C(C)(C)C)nc3cc(C)c(Br)c(C)n23)cc1 | 0 | -4
O=c1[nH]c(=S)[nH]c2c1C(c1ccc(F)cc1)OC(CCc1ccccc1)C2 (stereo unspecified) | -4 | 0
CCCCn1nnnc1C(c1ccnc2ccccc12)N1CCN(C/C=C/c2ccccc2)CC1 (stereo unspecified) | -8 | -14
O=C1NC[C@@H](CCCCN2CCN(CCc3ccc(O)cc3)C(=O)C2=O)N(CC2CCCCC2)C1=O | -5 | 1
c1ccc(CN(Cc2ccccc2)C(c2ccnc3ccccc23)c2nnnn2-c2ccc3c(c2)OCCO3)cc1 (stereo unspecified) | -6 | 4
COc1cccc(CNC(=O)C2(C)CCCCN2C)c1 (stereo unspecified) | -5 | 10
CCCCN(C)C(=O)c1sc(=O)n(Cc2ccc(Cl)c(Cl)c2)c1C | -4 | 5
COC(=O)c1ccc2nc(-c3ccc(Cl)cc3)c(Cc3cccc(F)c3)n2c1 | -5 | -4
CC1(C(=O)NCc2ccccc2)CCC(=O)N1CCOc1ccccc1 (stereo unspecified) | -5 | -7
NC(Cc1ccc(C(F)(F)F)cc1)c1csc(Nc2ccc(S(N)(=O)=O)cc2)n1 (stereo unspecified) | -5 | -5
CC(=O)Nc1cccc(-c2ccnc3c2CC(C)(C(=O)Nc2ccc(Cl)c(C(F)(F)F)c2)O3)c1 (stereo unspecified) | -8 | 2
CSc1ccc(NC(=O)C2(C)CCN2C(=O)c2ccccc2CCc2ccccc2)cc1 (stereo unspecified) | -6 | -11
CC(=O)Nc1cc(-c2cccc(N)c2)cn2c(-c3ccc(C(C)=O)cc3)cnc12 | -5 | -2
OC(c1cccc(Cl)c1)c1nc(-c2ccccc2)cs1 (stereo unspecified) | -7 | 1
CN(C)C(=O)c1cccc(-c2cnc3c(NC=O)cc(-c4ccc(F)cc4)cn23)c1 | -7 | -1
C[C@H]1CN([C@@H](C)CO)C(=O)CCCn2cc(nn2)CO[C@@H]1CN(C)C(=O)OCc1ccccc1 | -8 | 8
CC(C)S(=O)(=O)N1CCCC(c2cc(C(=O)NCc3ccccc3)no2)C1 (stereo unspecified) | -5 | 2
O=C(c1cccc(Br)c1)c1nc2ccccc2[nH]c1=O | -1 | 4
COc1cc2ccc(CC(=O)O)cc2cc1OC | -8 | 12
Cc1ccc(NC(=O)C2(C)CCN2C(=O)C2CCCCC2)cc1C (stereo unspecified) | 1 | -2
COC(=O)C1=CN(c2ccc(C(C)(C)C)cc2)C(N)=C(C#N)C1c1cccc2ccccc12 (stereo unspecified) | -6 | -8
CC(=O)Nc1ccc(-c2ccnc3c2CC(C)(C(=O)NCc2ccc(F)c(F)c2)O3)cc1 (stereo unspecified) | -5 | 13
COCc1cn(CC[C@@H]2CC[C@@H](NC(=O)Nc3ccc4c(c3)OCO4)[C@@H](CO)O2)nn1 | 2 | 3
CC(=O)CC1N(S(=O)(=O)c2ccc(C)cc2)c2ccccc2N1S(=O)(=O)c1ccc(C)cc1 | 3 | 10
COCC1OC(OC(C)C(O)c2cnc3nc(N)[nH]c(=O)c3n2)C(O)C(OC)C1O (stereo unspecified) | -7 | 11
CCc1nc2ccc(C(=O)NCc3ccccc3OC)cn2c1N(C)Cc1ccc(N(C)C)cc1 | -5 | -7
CC(N)c1csc(Nc2ccc(C(=O)c3ccccc3)cc2)n1 (stereo unspecified) | -7 | -2
Cn1c(NCCOc2ccccc2)nc2cc(-c3ccc(F)cc3)sc2c1=O | -5 | 4
COc1cccc(-c2ccc3c(c2)N(Cc2ccc(F)cc2)C(=O)C(C)S3)c1 (stereo unspecified) | -5 | -3
COc1ccc(NC(=O)C(c2ccncc2)n2c(=O)c(-c3ccco3)nc3ccccc32)cc1 (stereo unspecified) | -2 | 1
COc1cc(F)ccc1-c1csc(C(C)(O)c2ccccc2)n1 (stereo unspecified) | -4 | -3
COc1ccc(-c2csc(C(C)(O)c3cccnc3)n2)cc1 (stereo unspecified) | -3 | 0
CC(C)(C)NC(=O)C(c1ccccc1)n1c(=O)c(-c2ccco2)nc2ccccc21 (stereo unspecified) | -5 | -1
CNC[C@H]1OCc2cnnn2CCCC(=O)N([C@H](C)CO)C[C@@H]1C | -4 | 19
CCOC1=C2[C@H](c3ccc(CC)cc3)N(S(=O)(=O)c3ccc(C)cc3)C[C@H]2n2c(=O)n(-c3ccccc3)c(=O)n2C1 | -4 | -3
O=C(/C=C/[C@H]1O[C@@H](n2cnc3c(NC(=O)c4ccccc4)ncnc32)[C@H](O)[C@@H]1O)NCc1cccs1 | -4 | -4
COc1ccc(C(O)c2ncc(-c3cccc(F)c3)[nH]2)cc1F (stereo unspecified) | -8 | -1

The results go on:
molecule | GalR3 antag | M4 PAM
CCNC(=O)C1(C)CCCN(Cc2ccc(-c3ccccc3)o2)C1 (stereo unspecified) | -3 | 4
Nc1ccn(C2OC(CO)C(O)C2O)c(=O)n1 (stereo unspecified) | 0 | -7
Cc1ccc(S(=O)(=O)N2CCC(=O)N([C@H](COCc3cccc(Cl)c3)Cc3ccccc3)CC2)cc1 | -7 | -6
CCOC(=O)C1CCC(=O)N1Cc1c[nH]c2ccccc12 (stereo unspecified) | 0 | 15
O=C1NC[C@H](Cc2ccccc2)N(C[C@@H]2CCCN2C[C@H](Cc2ccc(O)cc2)N2C[C@H](Cc3ccccc3)N(CC3CCCCCC3)C(=O)C2=O)C1=O | -10 | 12
CC(C)C[C@H]1COc2cc(N3CCC[C@H]3CO)ccc2S(=O)(=O)N1 | -6 | -3
CC(=O)NC(c1ccc(F)c(F)c1)c1nc(-c2cccs2)cs1 (stereo unspecified) | -5 | 5
CC1(C(=O)NCc2ccccc2Br)CCN1Cc1ccc(-c2ccccc2)o1 (stereo unspecified) | -9 | -7
Nc1c([N+](=O)[O-])cc2c3c(cccc13)CC2 | -5 | 11
CCCC(=O)N1CCC1(C)C(=O)Nc1cc(-c2ccccc2)nn1C (stereo unspecified) | -3 | 6
CCCCN1C(=O)C(CC(=O)NCc2ccco2)CC(C(=O)N2CCCCCC2)=C1C (stereo unspecified) | -5 | 12
COc1ccc(-c2[nH][nH]c(=O)c2NC(=O)c2ccccn2)cc1 | -4 | 10
COc1ccccc1-c1cn(CC[C@@H]2CC[C@H](NC(=O)C3CCC3)[C@@H](CO)O2)nn1 | -1 | 4
CCC(c1nnnn1-c1ccc2c(c1)OCCO2)N1CCN(c2ccc(OC)cc2)CC1 (stereo unspecified) | -6 | 3
CC(=O)c1cccc(-c2ccnc3c2CC(C(=O)Nc2ccc4c(c2)OCO4)O3)c1 (stereo unspecified) | -2 | -2
O=C(C[C@H]1CC[C@H]2[C@@H](COC[C@@H](O)CN2S(=O)(=O)c2ccc(F)cc2)O1)N[C@@H]1CCN(Cc2ccccc2)C1 | -1 | 11
Cc1nc2c(OCc3ccc(C(F)(F)F)cc3)cccn2c1N(C)C(=O)CCC1CCCC1 | -7 | -14
CCOC(=O)N(C)c1c(CC)nc2c(OCc3ccccc3OC)cccn12 | -3 | 0
CC(C)C(=O)N1CCC1(C)C(=O)Nc1ccc(-n2cccc2)cc1 (stereo unspecified) | -5 | 1
CNC(=O)C1(C)CCN1C(=O)c1ccccc1CCc1ccccc1 (stereo unspecified) | -5 | 0

Part of the list above, set out differently:
structure: CCCCN1C(=O)C(CC(=O)NCc2ccco2)CC(C(=O)N2CCCCCC2)=C1C (stereo unspecified)
  GalR3 antag: -5; M4 PAM: 12
structure: COc1ccc(-c2[nH][nH]c(=O)c2NC(=O)c2ccccn2)cc1
  GalR3 antag: -4; M4 PAM: 10

The list goes on.
molecule | GalR3 antag | M4 PAM
O=C(NCc1cc(Cl)cc(Cl)c1)c1ccc2nc([C@@H]3O[C@H](CO)[C@@H](O)[C@H]3O)[nH]c2c1 | -6 | 3
CC1=C(C(=O)N(C(C)C)C(C)C)CC(CC(=O)NCc2ccco2)C(=O)N1CCCN1CCCC1=O (stereo unspecified) | -5 | -3
CC1Oc2ccc(C#N)cc2N(Cc2ccccc2OC(F)(F)F)C1=O (stereo unspecified) | -9 | 4
Cc1ccc(Cn2cc(CN3CC(N4CCN(Cc5cccc(C)c5)CC4)CS3(=O)=O)nn2)cc1 (stereo unspecified) | -6 | 6
CC(C)C[C@@H](COCc1ccc(F)cc1)N1CCN(C(=O)c2cccc(C(F)(F)F)c2)CCC1=O | -9 | 7
OCC[C@@H]1C[C@H](O)[C@@H](O)[C@@]2(OCCCc3cc(Cl)ccc32)O1 | -6 | 8
CCCc1ccc(C(O)c2ncc(-c3ccccc3C)[nH]2)cc1 (stereo unspecified) | -5 | 0
CCc1nc2c(OCC(=O)C(C)(C)C)cccn2c1N(C)C(=O)COc1ccccc1 | -6 | 8
O=C(CC[C@H]1O[C@@H](n2cnc3c(NC(=O)c4ccccc4)ncnc32)[C@H](O)[C@@H]1O)NCCCN1CCOCC1 | -6 | -3
CC(C)CCN1C(=O)CSCC1(C)C(=O)NC(C)C (stereo unspecified) | -6 | 2

Record cards, from the list above. Values in the order: GalR3 antag	M4 PAM
CCc1nc2c(OCC(=O)C(C)(C)C)cccn2c1N(C)C(=O)COc1ccccc1 as listed: -6	8
OCC[C@@H]1C[C@H](O)[C@@H](O)[C@@]2(OCCCc3cc(Cl)ccc32)O1 as listed: -6	8
O=C(NCc1cc(Cl)cc(Cl)c1)c1ccc2nc([C@@H]3O[C@H](CO)[C@@H](O)[C@H]3O)[nH]c2c1 as listed: -6	3
O=C(CC[C@H]1O[C@@H](n2cnc3c(NC(=O)c4ccccc4)ncnc32)[C@H](O)[C@@H]1O)NCCCN1CCOCC1 as listed: -6	-3
CCCc1ccc(C(O)c2ncc(-c3ccccc3C)[nH]2)cc1 (stereo unspecified) as listed: -5	0

Carrying on:
molecule | GalR3 antag | M4 PAM
CCc1nc2c(OCc3ccccc3C)cccn2c1N(C)C(=O)c1ccc(C)cc1 | -9 | -6
CCCNC(=O)c1cc(C2CCCCN2C(=O)OC)on1 (stereo unspecified) | -7 | 0
CCOC(=O)C1(C)CCCN1C(=O)c1snnc1C (stereo unspecified) | -6 | -1
COc1cccc(-c2cc(NC=O)c3ncc(-c4cccc(C(=O)NCCN(C)C)c4)n3c2)c1 | -6 | 4
CCc1nc2c(OCCOc3ccc(F)cc3)cccn2c1N(C)C(=O)c1cccs1 | -8 | -5
CN1C(=O)[C@@](O)(c2cn(C)c3ccccc23)c2ccccc21 | -2 | 7
O=C(O)c1nc(-c2ccccc2)c(C(=O)NC2CC2)[nH]1 | -6 | 3
Cc1nnsc1-c1nc2ccccc2n1C(CCc1ccccc1)c1nc2ccccc2[nH]1 (stereo unspecified) | -9 | -6
Cc1ccc(S(=O)(=O)N2CCN(c3nc(-c4cccs4)nc4ccccc34)CC2)cc1 | -4 | 5
COC(=O)[C@]12CCCCC=C1N(Cc1ccco1)C(=O)[C@H](CC(=O)NCCC(C)C)C2 | 2 | 10
COc1ccccc1-c1ccc2c(c1)C(C)(Cc1cccc(F)c1)C(=O)N2 (stereo unspecified) | -5 | 0
NC(Cc1ccc(Cl)cc1)c1csc(NC(=O)Nc2ccccc2-c2ccccc2)n1 (stereo unspecified) | -5 | 0
O=C(C1=NOC2(C1)C(=O)Nc1ccccc12)N1CCCC1 (stereo unspecified) | 1 | 2
O=S1(=O)N[C@H](Cc2ccccc2)COc2cc(N3CCC[C@H]3CO)ccc21 | -6 | 11
CC(C)=CCC[C@H](C)C[C@@H]1Cc2[nH][nH]c(=O)c2[C@H](c2ccc(Cl)cc2)O1 | -3 | 8
CCc1nc2ccc(C(=O)NCCOc3ccc(OC)cc3)cn2c1N(CC)Cc1cccc(Br)c1 | -8 | -8
CC(=O)Nc1cc(-c2cccc(C(=O)N(C)C)c2)cn2c(-c3cccc(C(=O)N(C)C)c3)cnc12 | -5 | 0
Cc1nc(NC(=O)c2ccccc2)sc1-c1cc(C(=O)N2CCOCC2)nn1CCO | -1 | 6
CCOC(=O)C1=CC[C@@H](c2ccc(OC)cc2)N(S(=O)(=O)c2ccc(C)cc2)[C@H]1CC | -9 | -9
CC1(C(=O)O)CCN1C(=O)COc1ccc(Cl)cc1 (stereo unspecified) | -7 | 2
Cc1ccc(OCCN2CCC2(C)C(=O)NCc2cccc3ccccc23)cc1 (stereo unspecified) | -2 | -4
